# HCV NS3 hel inh: HCV NS3 helicase inhibition; NS3 helicase DNA unwinding, Cy5 molecular beacon fluorescence; inhibition, % at 10.9 µM; 0.56% of 290,000 active; AID 1800;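 active = inhibition above the mean of all tested compounds plus 3 SD, set per campaign, cut at about 35% in these data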;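 also: 0% = DMSO wells and 100% = thioflavine S control wells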
#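 System: Hepatitis C virus NS3 helicase domain fragment enzyme | Reagent: Annealed dual-labelled DNA beacon duplex, ATP-started | Compound dosing: 10.9 µM single point, 0.8% DMSO | Incubation: 1 h reaction at 25 °C, ATP-initiated | Technique: Cy5 fluorescence | Evaluation: Percent inhibition from t60/t0 fluorescence ratio | Benchmarks: Low DMSO, high thioflavine S at 110 µM | Replication: Singlicate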
# IMP-1 inh: blocks Pseudomonas aeruginosa IMP-1 metallo-beta-lactamase. purified IMP-1, nitrocefin hydrolysis, epi-absorbance fluorescence. AID 1556. inhibition, % at 5.6 µM. 0.45% of 290,000 active;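 active = inhibition above the mean plus 3 SD of all compounds in the same screening run, cut at about 4.5% in these data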;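 also: 0% = IMP-1 with DMSO and 100% = DMSO wells lacking enzyme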
#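 System: Purified recombinant IMP-1 metallo-beta-lactamase enzyme | Measured by: Fluorescence quenching readout, ex 480/em 530 nm | Replication: Singlicate | Incubation: 15 min preincubation plus 25 min reaction at 25 °C | Evaluation: Percent inhibition from optical density relative to buffer-blank wells | Benchmarks: DMSO with and without IMP-1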
# OXTR agonist: activates the human oxytocin receptor. AID 2435. 0.32% of 320,000 active. activation, % at 3 µM. CHO-OTR cells, Fluo-8 calcium fluorescence; normalized: DMSO 0%, oxytocin 100%. P30559;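 active = activation above the mean of all tested compounds plus 3 SD, cutoff set per screening run, cut at about 20% in these data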;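 also: peak over basal fluorescence ratio from a 100 s FLIPR kinetic read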
# V1aR counter: V1a receptor agonism, counter-screen for OXTR agonists; P37288; CHO-V1R cells, Fluo-8 calcium fluorescence, agonist mode; 0% DMSO, 100% 3 nM vasopressin; activation, % at 3 µM; 0.25% of 320,000 active; AID 2797;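 active = activation above the mean activation of all tested compounds plus 3 SD, per screening run, cut at about 20% in these data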;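 also: signal is peak over basal fluorescence ratio across a 100 second FLIPR read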
# Target sequence (P37288 whole entry, looked up): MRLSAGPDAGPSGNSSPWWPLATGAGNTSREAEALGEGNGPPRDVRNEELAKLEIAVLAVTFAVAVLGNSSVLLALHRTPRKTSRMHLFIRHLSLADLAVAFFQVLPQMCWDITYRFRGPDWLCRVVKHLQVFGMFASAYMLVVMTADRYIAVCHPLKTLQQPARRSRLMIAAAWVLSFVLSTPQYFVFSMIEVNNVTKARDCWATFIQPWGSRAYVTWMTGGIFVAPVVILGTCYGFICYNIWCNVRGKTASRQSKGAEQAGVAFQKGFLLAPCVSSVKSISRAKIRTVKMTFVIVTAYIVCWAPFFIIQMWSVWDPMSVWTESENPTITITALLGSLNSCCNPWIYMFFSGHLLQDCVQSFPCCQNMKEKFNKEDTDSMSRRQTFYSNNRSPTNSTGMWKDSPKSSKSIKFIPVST
# PHOSPHO1 block: inhibitors of human PHOSPHO1 phosphatase | Q8TCT1 | 1.1% of 290,000 active | AID 1565 | inhibition, % at 13.3 µM | recombinant PHOSPHO1, absorbance phosphatase assay; in the data active = inhibition above about 60%
# Target sequence (Q8TCT1 whole entry, looked up): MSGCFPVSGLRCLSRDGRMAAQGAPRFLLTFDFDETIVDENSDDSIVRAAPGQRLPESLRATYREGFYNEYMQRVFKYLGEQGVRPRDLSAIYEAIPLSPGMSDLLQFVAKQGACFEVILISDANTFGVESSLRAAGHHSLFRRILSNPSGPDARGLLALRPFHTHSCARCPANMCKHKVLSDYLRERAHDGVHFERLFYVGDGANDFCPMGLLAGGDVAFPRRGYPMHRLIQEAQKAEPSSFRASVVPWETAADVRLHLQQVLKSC
# GalR3 antagonist: blocks the human galanin receptor 3 | inhibition, % at 3 µM | HEK293 GalR3-CNG cAMP membrane potential fluorescence; galR3 body fused to GalR1 C-terminus | 0.44% of 360,000 active | O60755;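 active = inhibition above the screen-wide average plus 3 SD, cut at about 13% in these data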;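 also: forskolin and galanin both at EC90 stimulate the cells; cAMP rise reported by CNG channel membrane potential dye signal; 0% = forskolin plus galanin with DMSO and 100% = forskolin alone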
# GPR7 antagonist: antagonists of human GPR7 (neuropeptides B/W receptor 1). P48145. inhibition, % at 4.4 µM. 1.1% of 290,000 active. GPR7-expressing cells, fluorescence antagonist assay; in the data active = inhibition above about 16%, passing the limit was not always enough;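 also: cells stimulated with the agonist NPW; 0% = agonist with vehicle and 100% = vehicle without agonist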
# Target sequence (P48145 whole entry, looked up): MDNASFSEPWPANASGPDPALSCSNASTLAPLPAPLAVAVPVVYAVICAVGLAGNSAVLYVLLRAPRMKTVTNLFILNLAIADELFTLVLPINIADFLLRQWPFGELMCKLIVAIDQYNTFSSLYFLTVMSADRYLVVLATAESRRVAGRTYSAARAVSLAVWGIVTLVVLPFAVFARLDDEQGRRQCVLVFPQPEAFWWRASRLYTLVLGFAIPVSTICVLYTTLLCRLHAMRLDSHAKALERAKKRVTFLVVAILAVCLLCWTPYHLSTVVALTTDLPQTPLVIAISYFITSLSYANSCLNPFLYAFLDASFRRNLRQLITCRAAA
# VIM-2 inhibitor: blocks Pseudomonas aeruginosa VIM-2 metallo-beta-lactamase | inhibition, % at 5.6 µM | purified VIM-2, nitrocefin hydrolysis, epi-absorbance fluorescence | AID 1527 | 0.89% of 290,000 active;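 active = inhibition above the mean of all tested compounds plus 3 SD, cutoff set per screening run, cut at about 7.5% in these data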;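 also: red hydrolysis product quenches plate fluorescence so inhibitors raise well fluorescence; 0% = enzyme with DMSO and 100% = DMSO without enzyme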
# DNA FID counter: displaces DNA intercalator in HCV helicase counter-screen; 0.17% of 290,000 active; DNA fluorescent intercalator displacement, fluorescence; inhibition, % at 7.9 µM; in the data active = inhibition above about 37%;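 also: 0% = vehicle and 100% = reference compound; higher means more ethidium bromide displaced from hairpin DNA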
# The depositor's hits bear a star; nt = not tested or not shown.
(1) Cc1ccc(Nc2c([N+](=O)[O-])ccc3c2=NC2(CCCCC2)N=3)cc1
(2) COc1cccc(OCc2cc(C(=O)NC3CCOCC3)no2)c1
(3) Cc1ccc(Nc2nc(C3CC3)cs2)cc1
(4) O=C(C1CC1)N1CCN=C1SCc1cccc(F)c1
(5) O=C(NNC(=S)NC(=O)c1cccc([N+](=O)[O-])c1)c1ccc(O)cc1
(6) COc1cc(/C=C(\C#N)c2nc3ccccc3s2)ccc1OCC(=O)Nc1ccccc1
(7) CCOc1cc(C(=O)Nc2ncn[nH]2)cc(OCC)c1OCC
(8) CC1CCN(C(=O)C(=O)Nc2sc3c(c2C(=O)O)CC(C)(C)OC3)CC1
screen / no. | 1 | 2 | 3 | 4 | 5 | 6 | 7 | 8
HCV NS3 hel inh | 3.6 | 4.6 | -6.6 | -3.0 | 10.6 | 6.0 | -0.3 | 11.0
IMP-1 inh | -2.9 | -2.7 | -3.2 | -3.3 | -3.5 | -0.5 | -2.5 | -1.6
OXTR agonist | -2.2 | -0.8 | nt | 0.3 | 0.3 | 10.7 | -0.2 | -0.3
V1aR counter | -1.7 | 0.3 | nt | -1.1 | -0.9 | 12.5 | -0.1 | -0.4
PHOSPHO1 block | -9.1 | 18.1 | 2.1 | 22.2 | -102.1 | 2.3 | -5.9 | 43.7
GalR3 antagonist | 2.6 | -1.0 | nt | -2.1 | -9.4 | nt | -4.2 | -7.3
GPR7 antagonist | -6.7 | -1.4 | -17.6 | -5.3 | 5.1 | -6.4 | -14.3 | -18.6
VIM-2 inhibitor | -1.2 | -1.3 | -0.7 | -2.5 | -2.4 | -3.7 | -3.4 | -4.8
DNA FID counter | 11.1 | -10.4 | -3.7 | -0.8 | -1.2 | 0.2 | -4.4 | -47.2

(9) CCOc1ccccc1NC(=O)CN(c1ccc(OC)cc1)S(=O)(=O)c1c(C)[nH]c(=O)[nH]c1=O
(10) COc1ccc(-c2c(=O)n(OCc3ccccc3[N+](=O)[O-])c3ccccc3[n+]2[O-])c(OC)c1
(11) Cc1ccc2nc(/C(C#N)=N/O)[nH]c2c1
(12) CN=C(NC#N)SCC(=O)c1ccc(Cl)cc1Cl
(13) Oc1c(C(c2ccccc2)N2CCN(Cc3ccccc3)CC2)sc2ncnn12 (stereo unspecified)
(14) C#CCNC(=O)C1=C[C@@H](c2ccc(Br)cc2)C[C@@H](OCc2ccc(CO)cc2)O1
(15) CCOc1ccc(C(=O)Nc2nnc(S(=O)(=O)Nc3ccccc3C)s2)cc1
(16) COCCn1c(SCC(=O)N2CCc3ccccc3C2)nc2cc(Cl)ccc2c1=O
screen / no. | 9 | 10 | 11 | 12 | 13 | 14 | 15 | 16
HCV NS3 hel inh | 3.2 | 13.5 | -3.1 | -1.8 | -0.7 | -20.7 | -3.6 | -3.9
IMP-1 inh | -0.1 | -2.7 | -5.5 | -2.3 | -3.8 | -2.0 | -2.6 | -0.8
OXTR agonist | -0.4 | -0.8 | 0.2 | -0.5 | -0.3 | 0.9 | 3.8 | -1.1
V1aR counter | 1.4 | -0.3 | -0.5 | 0.8 | 1.6 | 0.2 | 3.5 | 0.9
PHOSPHO1 block | -15.9 | -13.2 | 0.1 | -0.3 | 0.3 | -11.8 | 9.9 | -1.5
GalR3 antagonist | -1.6 | 6.3 | 2.0 | -4.5 | nt | -0.7 | nt | -6.6
GPR7 antagonist | 7.0 | -0.2 | -13.4 | -11.4 | -3.4 | -2.0 | -2.2 | -3.0
VIM-2 inhibitor | -2.8 | -3.5 | -0.4 | -3.4 | -2.7 | -2.9 | -1.8 | -1.4
DNA FID counter | -37.7 | -11.8 | -7.1 | -9.1 | -21.6 | -26.2 | -11.4 | -7.2

# Reprinted from the part before: two entries, then new ones.
# Letter code: A = HCV NS3 hel inh; B = IMP-1 inh; C = OXTR agonist; D = V1aR counter; E = PHOSPHO1 block; F = GalR3 antagonist; G = GPR7 antagonist; H = VIM-2 inhibitor; I = DNA FID counter
15: CCOc1ccc(C(=O)Nc2nnc(S(=O)(=O)Nc3ccccc3C)s2)cc1
  A: -3.6; B: -2.6; C: 3.8; D: 3.5; E: 9.9; F: nt; G: -2.2; H: -1.8; I: -11.4

16: COCCn1c(SCC(=O)N2CCc3ccccc3C2)nc2cc(Cl)ccc2c1=O
  A: -3.9; B: -0.8; C: -1.1; D: 0.9; E: -1.5; F: -6.6; G: -3.0; H: -1.4; I: -7.2

17: CC(C)(C)OC(=O)N1CCC(c2cc(=O)n3[nH]c(-c4ccc(Cl)cc4)cc3n2)CC1
  A: -1.0; B: -3.8; C: -0.1; D: 0.0; E: -26.3; F: -2.8; G: -11.1; H: -2.5; I: -4.9

18: Cc1cc(C)cc(-n2c(C)cc(C(=O)CSc3nnnn3C)c2C)c1
  A: 10.4; B: -2.1; C: 7.1; D: 3.2; E: 10.8; F: -2.5; G: 4.6; H: -1.6; I: -21.6

19: Cc1cc(C)cc(NC(=O)C(=O)NCCc2c[nH]c3ccccc23)c1
  A: -17.2; B: -0.6; C: -1.1; D: 0.3; E: 32.6; F: nt; G: -5.3; H: 3.9; I: 2.9

20: CC1(C)CC2(CC(c3ccccc3)c3ccc(O)cc3O2)NC(=S)N1 (stereo unspecified)
  A: 2.4; B: -2.8; C: -0.6; D: 0.0; E: 15.8; F: -3.6; G: -1.2; H: -6.2; I: -12.5

21: O=C(O)CCCN1C(=O)/C(=C\c2ccco2)SC1=S
  A: 39.2*; B: -1.2; C: nt; D: nt; E: -49.7; F: -3.8; G: -2.2; H: -2.7; I: -10.2

22: COc1cccc2c(=O)c(C(=O)O)c[nH]c12
  A: -2.9; B: -3.1; C: 0.3; D: 0.3; E: 5.0; F: -9.7; G: -0.5; H: -3.6; I: -2.1

23: O=C(Cn1c2ccccc2c(=O)c2ccccc21)N/N=C/c1ccc(N2CCCC2)c([N+](=O)[O-])c1
  A: 11.7; B: -5.0; C: -0.7; D: 0.1; E: 2.1; F: -2.5; G: -0.6; H: -2.4; I: -3.1

24: Cc1ccc(/C=N/Nc2ccc(Cl)nn2)cc1
  A: -0.5; B: -2.3; C: 0.3; D: 0.4; E: 29.8; F: -5.1; G: -12.1; H: -1.6; I: -3.7

25: CC1(CCc2ccccc2)NC(=O)N(CC(=O)O)C1=O (stereo unspecified)
  A: 0.0; B: -4.5; C: 1.6; D: 0.3; E: 39.6; F: 3.0; G: -4.3; H: -3.5; I: 0.2

26: Cc1c(NC(=O)c2cccs2)cccc1C(=O)O
  A: -4.8; B: -2.5; C: 1.2; D: 1.1; E: 40.7; F: -1.7; G: -6.8; H: 0.8; I: 2.5

# Ordered by heavy-atom count (highest first): 6 of the compounds above.
# Letter code: A = HCV NS3 hel inh; B = IMP-1 inh; C = OXTR agonist; D = V1aR counter; E = PHOSPHO1 block; F = GalR3 antagonist; G = GPR7 antagonist; H = VIM-2 inhibitor; I = DNA FID counter
23: O=C(Cn1c2ccccc2c(=O)c2ccccc21)N/N=C/c1ccc(N2CCCC2)c([N+](=O)[O-])c1
  A: 11.7; B: -5.0; C: -0.7; D: 0.1; E: 2.1; F: -2.5; G: -0.6; H: -2.4; I: -3.1

18: Cc1cc(C)cc(-n2c(C)cc(C(=O)CSc3nnnn3C)c2C)c1
  A: 10.4; B: -2.1; C: 7.1; D: 3.2; E: 10.8; F: -2.5; G: 4.6; H: -1.6; I: -21.6

25: CC1(CCc2ccccc2)NC(=O)N(CC(=O)O)C1=O (stereo unspecified)
  A: 0.0; B: -4.5; C: 1.6; D: 0.3; E: 39.6; F: 3.0; G: -4.3; H: -3.5; I: 0.2

26: Cc1c(NC(=O)c2cccs2)cccc1C(=O)O
  A: -4.8; B: -2.5; C: 1.2; D: 1.1; E: 40.7; F: -1.7; G: -6.8; H: 0.8; I: 2.5

24: Cc1ccc(/C=N/Nc2ccc(Cl)nn2)cc1
  A: -0.5; B: -2.3; C: 0.3; D: 0.4; E: 29.8; F: -5.1; G: -12.1; H: -1.6; I: -3.7

22: COc1cccc2c(=O)c(C(=O)O)c[nH]c12
  A: -2.9; B: -3.1; C: 0.3; D: 0.3; E: 5.0; F: -9.7; G: -0.5; H: -3.6; I: -2.1

# Other compounds follow:
# Letter code: A = HCV NS3 hel inh; B = IMP-1 inh; C = OXTR agonist; D = V1aR counter; E = PHOSPHO1 block; F = GalR3 antagonist; G = GPR7 antagonist; H = VIM-2 inhibitor; I = DNA FID counter
27: COc1ccc(Br)cc1-c1nc(CCl)cs1
  A: 2.0; B: -1.2; C: -0.5; D: -0.7; E: 12.7; F: -8.6; G: -12.9; H: 1.2; I: -3.8

28: CC(=O)c1ccc(NC(=S)Nc2cccc3cnccc23)cc1
  A: 2.5; B: -2.9; C: 0.5; D: -0.3; E: 29.7; F: -1.3; G: -7.7; H: 5.9; I: 1.7

29: CC(=O)c1cc(C(C)=O)c(C)nc1C
  A: 0.3; B: -2.8; C: 1.3; D: 1.5; E: -16.5; F: 6.5; G: -17.2; H: -2.1; I: -0.7

30: CCN(CC)C(=O)Oc1ccc(NC(C)=O)cc1
  A: -3.1; B: -1.4; C: 1.7; D: 0.6; E: -14.2; F: -4.6; G: -2.8; H: -2.1; I: -2.2

31: O=C(Cn1cnc2c(nnn2Cc2ccc(F)cc2)c1=O)NCc1ccco1
  A: 14.9; B: -4.6; C: 0.3; D: 0.2; E: -0.8; F: -8.4; G: -6.5; H: -1.9; I: -1.8

32: Cc1ccc(-n2ncc3c(N4CCN(c5ccc(F)cc5)CC4)ncnc32)c(C)c1
  A: 1.0; B: -2.4; C: 4.5; D: 4.0; E: -0.3; F: 1.2; G: -9.3; H: 0.1; I: -4.6

33: COc1ccc(N(C(=O)c2cccnc2)S(=O)(=O)c2ccccc2)cc1
  A: -22.3; B: -0.1; C: -0.5; D: 0.8; E: 36.8; F: -7.1; G: 4.6; H: 1.7; I: -12.9

34: COC1c2ccccc2C(=O)N1CCc1ccc(Cl)cc1 (stereo unspecified)
  A: -3.9; B: -0.8; C: -1.4; D: -1.1; E: -16.4; F: -10.2; G: -5.4; H: 0.8; I: -22.2

35: COc1cccc(C(=O)C2CCCN(C(=O)c3ccc(C#CC(C)(C)O)cc3)C2)c1 (stereo unspecified)
  A: 4.8; B: -2.5; C: 4.9; D: 6.0; E: 49.0; F: -2.1; G: 1.0; H: 0.9; I: -33.3

36: N#CC1=C(SCC(=O)NC2CCCCC2)NC(=O)CC1c1ccco1 (stereo unspecified)
  A: 5.9; B: -3.6; C: 0.4; D: 1.0; E: 23.2; F: 0.1; G: -6.5; H: -1.1; I: -1.6

37: O=C(O)CC1S/C(=N/N=C/c2ccc(-c3ccc(Cl)c([N+](=O)[O-])c3)o2)NC1=O (stereo unspecified)
  A: 17.6; B: -2.7; C: -0.9; D: -0.6; E: 3.5; F: -2.2; G: 7.2; H: -3.0; I: -20.0

38: CC(C)N(C(=S)NCc1ccccc1)c1ccccc1
  A: -2.1; B: -2.8; C: -2.9; D: -0.7; E: 23.6; F: -7.2; G: -7.2; H: -0.3; I: -1.5

39: COC(=O)Cc1ccc(NC(=S)NCc2ccco2)cc1
  A: 0.2; B: -2.4; C: 0.4; D: 0.2; E: -13.2; F: -6.0; G: -4.8; H: -2.5; I: -2.0

# Bioassay records: PubChem, several laboratories
